# Screens deposited in PubChem BioAssay by National Center for Advancing Translational Sciences (NCATS).
# TSHR antagonist: antagonists of human thyroid stimulating hormone receptor; P16473; activity change, negative = inhibition, % at 11.5 µM; TSHR-expressing cells, TSH-stimulated cAMP HTRF, 2 h; hits give low values; 0.2% of 330,000 active;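 active = activity change below a set negative limit, meaning inhibition stronger than a set level, cut at about -70% in these data; inconclusive = activity change between two set negative limits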; note: % is set by controls: 0 for no effect and ±100 for the full control effect
#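 Antagonism was scored as loss of TSH-driven cAMP in TSHR cells, stimulated with 4nM TSH (EC80) for 2 hours at 37 deg C and detected by homogeneous HTRF competition immunoassay.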
# KCNH2 3.1 block: inhibitors of human KCNH2 3.1 potassium channel isoform. U2OS KCNH2 3.1, thallium flux FluxOr; hits give low values. activity change, % (tested at about 1.8 µM). 0.95% of 340,000 active. AID 720553;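 active = maximum activity change below -70%; inconclusive = maximum activity change from -70% to -50%; inactive = maximum activity change above -50%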;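 note: thallium influx rate constant from kinetic fluorescence after stimulation buffer; % is set by controls: 0 for no effect and ±100 for the full control effect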
#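 Steps: virus added to U2OS suspension (4 h, RT, dark); medium with 10% FBS added, cells plated, 37 C overnight; FluxOr/Red40 loading buffer 45 min RT; stimulation buffer, 2 min kinetic read; rate constant normalized.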
# USP2a inh: USP2a (human) protease inhibition. USP2 core, Ub-CHOP2 coupled fluorogenic reporter, 485/531. Potency, µM (series often up to 38.3 µM), for inactives: at the top dose activity change, negative = inhibition, actives largely listed as inhibitors. 0.01% of 330,000 active. AID 463254;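 note: potency is the fitted concentration of half-maximal effect; plate controls were DMSO wells for no effect and full inhibition by NEM control for full effect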
# Target sequence (O75604 whole entry, looked up): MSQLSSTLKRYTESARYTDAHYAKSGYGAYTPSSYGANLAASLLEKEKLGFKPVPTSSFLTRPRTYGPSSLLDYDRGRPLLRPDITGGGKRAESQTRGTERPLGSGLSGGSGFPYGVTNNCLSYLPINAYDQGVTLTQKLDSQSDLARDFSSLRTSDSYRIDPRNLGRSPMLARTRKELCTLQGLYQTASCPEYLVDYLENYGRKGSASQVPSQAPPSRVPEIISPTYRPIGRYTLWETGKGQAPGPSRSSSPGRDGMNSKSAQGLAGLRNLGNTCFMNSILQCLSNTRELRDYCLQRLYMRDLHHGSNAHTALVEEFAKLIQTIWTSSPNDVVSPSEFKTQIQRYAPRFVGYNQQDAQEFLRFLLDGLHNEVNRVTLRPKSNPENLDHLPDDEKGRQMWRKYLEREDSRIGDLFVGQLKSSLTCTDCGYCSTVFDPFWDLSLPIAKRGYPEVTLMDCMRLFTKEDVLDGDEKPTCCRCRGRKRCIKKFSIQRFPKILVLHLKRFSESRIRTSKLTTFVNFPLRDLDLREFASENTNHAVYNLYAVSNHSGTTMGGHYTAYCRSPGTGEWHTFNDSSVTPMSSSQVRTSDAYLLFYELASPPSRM
#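 Deubiquitinase activity read as fluorescence (485/531 nm) after Ub-CHOP2 cleavage activates the enterokinase reporter on its substrate; USP2 core 10nM, Ub-CHOP2 and substrate 25nM each, 30min compound preincubation then 60min RT; data normalized to NEM, curves fitted.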
# TCR activator: activators of T cell receptors. primary human leukocytes, anti-CD3, IL-2 HTRF, 48 h. 330,000 tested, under 10 active. Potency, µM (highest dose often 9.22 µM), for inactives: top-dose activation of IL-2 secretion, hits mostly activators; note: % of control where 0% means no effect
#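 Using a-CD3 beads without co-stimulation, primary human leukocytes were exposed to compounds for 48 hr. An HTRF IL-2 kit measured the cytokine, with europium-to-d2 energy transfer producing emission at 665nm upon 320nm excitation.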
# hERG WT inh: inhibitors of human wildtype KCNH2 potassium channel; activity change, % at 1.84 µM; Q12809; U2OS, BacMam KCNH2, thallium flux FluxOr; hits give low values; 0.37% of 340,000 active;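 active = maximum activity change below -70%; inconclusive = maximum activity change between -70% and -50%; inactive = maximum activity change above -50%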; note: % is set by controls: 0 for no effect and ±100 for the full control effect
#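 U2OS cells transduced with wild-type KCNH2 virus are loaded with FluxOr dye for 45 min, and thallium flux is measured in kinetic reads before and after stimulation buffer. Rate constants are normalized to DMSO controls.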
# ELG1 DNA repair: inhibitors of ELG1-dependent DNA repair in HEK293T cells; HEK293T ELG1-luciferase reporter, luminescence, 16 h; DNA damage induced by 5-fluorouridine; Potency, µM (series often up to 46.1 µM), for inactives: at the highest dose activity change, negative = inhibition, most hits filed as inhibitors; 2.3% of 330,000 active; note: potency is the fitted concentration of half-maximal effect; % is set by controls: 0 for no effect and ±100 for the full control effect; nearly all actives have a fitted effect of over 55% in size
#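 Step one: seed 2,000 cells per well. Step two: pin-transfer compound or DMSO alongside 5-fluorouridine. Step three: incubate 16 hr, 37 °C, 5% CO2. Step four: add ONE-Glo, wait 30 min, read luminescence.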
# AT treatment: candidate therapy for ataxia-telangiectasia | […] A-T fibroblasts, KAP-1 phosphorylation AlphaLISA; neocarzinostatin DNA damage 30 min before lysis | Potency, µM (series often up to 57.5 µM), without a hit: top-dose activation, actives largely listed as activators | 0.19% of 320,000 active; note: potency is the fitted concentration of half-maximal effect; % of control where 0% means no effect; nearly all actives have a fitted effect of over 45% in size
#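 hTERT-immortalized A-T patient fibroblasts ([…]), 500 cells/well in OPTI-MEM, 1% FBS, got compounds for 60 min, then NCS for 30 min at 37C. Lysates were then assayed for phospho-KAP-1 by AlphaLISA (anti-pKAP1 donor, anti-KAP1 acceptor beads), 6 hr at 25C.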
# Mito fusion act: mitochondrial division inhibition or fusion activation; S. cerevisiae fusion-defective mutant growth rescue, CellTiterGlo 48 h; Potency, µM (doses to about 46.1 µM), for inactives: at the highest dose growth rescue (activation), hits mostly activators; 0.23% of 320,000 active; AID 485298;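 note: potency is the fitted concentration of half-maximal effect; % of control where 0% means no effect; nearly all actives have a fitted effect of over 45% in size; temperature-sensitive fusion mutants such as fzo1-1 at 37 °C on non-fermentable ethanol glycerol medium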
#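 Luminescent cell viability in 1536-well qHTS format served as the measure of rescued growth in ts fusion-mutant S. cerevisiae cultured on non-fermentable YPEG for 48 hours at 37C.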
# Eya2 phos inh: Eya2 (human) phosphatase inhibition. O00167. recombinant Eya2, OMFP fluorescence dephosphorylation (OMFP is methylfluorescein phosphate). Potency, µM (doses to about 76.9 µM), for the others: at the highest dose activity, negative = inhibition, actives largely listed as inhibitors. 0.006% of 330,000 active; note: potency is the fitted concentration of half-maximal effect; % is set by controls: 0 for no effect and ±100 for the full control effect
# Target sequence (O00167 whole entry, looked up): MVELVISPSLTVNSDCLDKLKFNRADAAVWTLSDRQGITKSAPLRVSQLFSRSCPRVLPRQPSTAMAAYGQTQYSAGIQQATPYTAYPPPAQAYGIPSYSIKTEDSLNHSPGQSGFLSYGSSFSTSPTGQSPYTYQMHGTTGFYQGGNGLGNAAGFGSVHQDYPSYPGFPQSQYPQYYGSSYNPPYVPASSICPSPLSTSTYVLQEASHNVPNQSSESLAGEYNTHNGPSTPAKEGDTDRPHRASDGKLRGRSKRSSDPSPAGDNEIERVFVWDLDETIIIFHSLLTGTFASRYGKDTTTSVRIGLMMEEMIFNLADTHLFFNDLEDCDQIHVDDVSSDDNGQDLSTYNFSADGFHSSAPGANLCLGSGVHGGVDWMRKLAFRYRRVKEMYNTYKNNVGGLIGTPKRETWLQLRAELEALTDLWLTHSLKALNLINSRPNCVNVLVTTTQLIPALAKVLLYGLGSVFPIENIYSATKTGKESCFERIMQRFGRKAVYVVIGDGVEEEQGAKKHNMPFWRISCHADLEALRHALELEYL
#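 Eya2 protein (added as 0.2 uM solution) was preincubated with compound for 10 min at ambient temperature in 50 mM HEPES pH 7.5, 50 mM NaCl, 5 uM MgCl2, 0.05% BSA, 1 mM DTT. OMFP (added at 50 uM) then reacted 10 min; fluorescence read at 485/525 nm.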
# TRPV1 agonist: human TRPV1 agonism. Q8NER1. TRPV1-expressing cells, Fluo-8 calcium influx, agonist mode. activation, % at 8.33 µM. 0.19% of 320,000 active. AID 540275; in the data active = activation above about 80%; inconclusive = between about 30% and that limit; note: 0% is about no effect
#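 Fluo-8 calcium influx in TRPV1-expressing cells, kinetic read (ex 480/em 520 nm). Compound added and read 3 min for agonist activity, followed by capsaicin at EC20 final and 2 min further read for enhancement.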
# The depositor's hits bear a star; ? = inconclusive; / = not tested or not shown; [ ] = remark or other dose. Unless noted, calls come from the whole dose curve; as a rule, active = well fitted curve in the direction sought with a large enough effect; inconclusive = small, poorly fitted or top-dose-only effect, or another doubt; inactive = no such curve, though single readings can be large; an effect the other way counts as inactive or inconclusive. This is a subset (hit frequency here may not be typical).
SMILES,TSHR antagonist,KCNH2 3.1 block,USP2a inh,TCR activator,hERG WT inh,ELG1 DNA repair,AT treatment,Mito fusion act,Eya2 phos inh,TRPV1 agonist
Cn1c(SCC(=O)Nc2ccc3nc(SCC(=O)NC4CC4)sc3c2)nnc1-c1ccccc1,-8,15,3%,0%[46.1 µM],-10,?,-2%,-5%,-9%,-1
COC(=O)N/N=C/c1c(C)nn(-c2cccc(Cl)c2)c1Cl,0,11,-6%,-2%[46.1 µM],9,26%,15%,16%,-6%,?
CCn1c(C)c2c([n+]1CC)CC(C)(C)CC2=O,4,13,-6%,-13%,-4,4%,/,-3%,4%,-9
CCOCc1nnc(NC(=O)c2cc(OC)c(OC)cc2[N+](=O)[O-])s1,-11,-9,1%,1%,-1,-2%,3%,-3%,-6%,-1
COc1ccc(C2CC(c3ccccc3)=NN2C(=O)CN2N=NC3C(=O)N(c4cccc(F)c4)C(=O)C32)cc1 (centres undefined),-6,-12,-9%,0%[46.1 µM],34,-1%,1%,0%,-2%,?
CC1CCc2c(sc3ncn(CCO)c(=O)c23)C1 (centres undefined),-6,7,0%,-7%,4,?,-3%,5%,-2%,-1
Nn1c(Cc2ccccc2F)nnc1SCC(=O)N1CC(=O)Nc2ccccc21,1,-3,-5%,-6%[46.1 µM],-5,-9%,-1%,-4%,-1%,-3
COc1ccc(CCNC(=O)c2nc(-c3cccs3)no2)cc1OC,-7,-21,1%,3%,2,9.2µM*,5%,7%,7%,21
O=C(CCC(=O)N1CCCC(Nc2ccccc2)C1)c1ccc(F)cc1 (centres undefined),-14,1,2%,1%,-14,13%,0%,-5%,0%,86*
CCOC(=O)NC1(C(F)(F)F)C(=O)NC(C)=C1C#N (centres undefined),24,2,-1%,-1%[46.1 µM],-8,?,5%,6%,2%,4
COC(=O)C1=C(O)/C(=C/c2ccc(OCC(=O)Nc3ccccc3)cc2)N=C1C,2,-20,5%,7%,-14,-4%,3%,-2%,4%,1
O=C(Nc1nccs1)c1nc[nH]c1C(=O)N1CCN(c2ccccc2)CC1,-11,-11,8%,-2%,-2,0%,3%,/,9%,/
CCCCOC(=O)c1nnc(-c2ccccc2)o1,-4,15,11%,1%,-11,0%,-1%,0%,?,2
CC(C)(C)c1ccc(OCCC(=O)OCC(=O)Nc2cccnc2Cl)cc1,-4,7,-1%,2%,-7,18%,-4%,-16%,5%,?
COc1cc(NS(=O)(=O)c2ccc(NC(=S)NC(=O)CC(C)C)cc2)nc(OC)n1,-14,-31,-7%,0%[46.1 µM],-118*,0%,2%,-1%,-12%,-2
CCOC(=O)c1c(O)c(O)c(C(=O)OCC)n1-c1ccccc1,-2,14,1%,-3%,1,5%,2%,2%,1%,-1
C=CCn1c(SCC(=O)Nc2cc(OC)c(NC(=O)c3ccco3)cc2OC)nnc1-c1ccncc1,1,-13,2%,0%[46.1 µM],-4,23µM*,0%,0%,1%,-2
COc1ccc(CNC(=O)c2noc(C)c2[N+](=O)[O-])cc1,4,-1,1%,0%,-1,7%,-1%,1%,-6%,9
CCOc1ccc(NC(=O)CCCCn2c(=O)[nH]c3ccsc3c2=O)cc1,-4,-1,0%,3%,-9,26%,-7%,-4%,19%,1
Cc1ccc(NC(=O)OCc2ccccc2S(C)=O)cc1 (centres undefined),3,12,-3%,-5%,1,5%,5%,3%,17%,?
Cc1ccc(C)c(Nc2nc(-c3ccncc3)nc3ccccc23)c1,9,-8,1%,8%,1,?,12%,-8%,-6%,?
Cn1c(SCC(=O)Nc2sc3c(c2C#N)CCC3)nnc1C1COc2ccccc2O1 (centres undefined),-5,-21,-1%,0%,-7,-6%,-3%,-6%,9%,0
CN(CCCNC(=O)CCc1cn(C)c2ccccc12)C1CCCCC1,7,18,1%,2%,26,0%,0%,-15%,-3%,4
COc1cc2c(cc1OC)n(CC(=O)NC1CCCCCC1)n1c(C)cc(=O)nc21,36,10,4%,-1%,-2,1%,7%,2%,-3%,-1
Cc1cc(Br)ccc1OCCOCCN1CCCC1,5,-31,3%,4%,35,0%,8%,-10%,-1%,3

# One compound at a time (already shown). Order of values: TSHR antagonist, KCNH2 3.1 block, USP2a inh, TCR activator, hERG WT inh, ELG1 DNA repair, AT treatment, Mito fusion act, Eya2 phos inh, TRPV1 agonist
# Cn1c(SCC(=O)Nc2sc3c(c2C#N)CCC3)nnc1C1COc2ccccc2O1 (centres undefined) across the screens: -5, -21, -1%, 0%, -7, -6%, -3%, -6%, 9%, 0
# COc1cc(NS(=O)(=O)c2ccc(NC(=S)NC(=O)CC(C)C)cc2)nc(OC)n1 across the screens: -14, -31, -7%, 0%[46.1 µM], -118*, 0%, 2%, -1%, -12%, -2

# Sorted by value in TCR activator (low to high): 3 of the compounds above.
Molecule | TCR activator
CCOC(=O)c1c(O)c(O)c(C(=O)OCC)n1-c1ccccc1 | -3%
Cn1c(SCC(=O)Nc2sc3c(c2C#N)CCC3)nnc1C1COc2ccccc2O1 (centres undefined) | 0%
O=C(CCC(=O)N1CCCC(Nc2ccccc2)C1)c1ccc(F)cc1 (centres undefined) | 1%

# New compounds follow:
SMILES,TSHR antagonist,KCNH2 3.1 block,USP2a inh,TCR activator,hERG WT inh,ELG1 DNA repair,AT treatment,Mito fusion act,Eya2 phos inh,TRPV1 agonist
O=C(O)c1cccc(Nc2nc(-c3ccccc3)nc3ccccc23)c1,-8,2,5%,-3%,2,-3%,-15%,12%,4%,-6
Cc1ccc(NC(=O)Cc2noc3ccccc23)nc1,3,24,-1%,2%[46.1 µM],3,?,11%,0%,2%,1
COC(=O)C1=C(C)NC(=O)C1(NS(=O)(=O)c1ccc(NC(C)=O)cc1)C(F)(F)F (centres undefined),9,-11,5%,/,-4,2%,5%,-3%,12%,-1
COc1cc(/C=N/NC(=O)/C(=C/c2ccccc2)CCO)ccc1O,2,-12,5%,0%[46.1 µM],5,8%,7%,-6%,4%,1
COc1ccc(N2CCN(S(=O)(=O)c3ccc4c(c3)CCCC4)CC2)c([N+](=O)[O-])c1,-25,4,-2%,/,12,-9%,6%,-3%,9%,-2
CCOC(=O)N1CC(=O)Nc2ccc(Br)cc2C1c1ccccc1 (centres undefined),-2,20,0%,0%,-2,-9%,-5%,1%,-11%,?
N=c1c2c(-c3ccccc3)c(-c3ccccc3)n(Cc3ccco3)c2ncn1Cc1ccccc1,-2,-25,1%,-1%,-18,?,2%,3%,-12%,19
CC1CCCC(C)N1C(=O)Cn1nnc(-c2ccccc2)n1 (centres undefined),-4,12,0%,9%,-12,-1%,5%,5%,-16%,2
CN1CCN(c2nc(-c3ccc(C(C)(C)C)cc3)nc3ccccc23)CC1,-9,-38,0%,-9%,16,?,11%,-32%,-1%,22
CC(=O)SCCC(=O)N1C(C)CCCC1C(=O)O (centres undefined),4,10,1%,1%,-7,-2%,8%,-1%,-6%,1
CC/C(=N\NC(=O)C(N)=O)c1ccccc1O,4,?,2%,0%[46.1 µM],-5,?,-11%,-2%,1%,-2
COc1ccc2cc(CCl)c(Cl)nc2c1,-28,3,0%,-7%,-2,6%,6%,3%,-3%,-2
Cn1cccc1C(=O)NC(=O)COC(=O)c1cc(Cl)ccc1[N+](=O)[O-],12,-1,2%,-3%,1,0%,2%,-1%,7%,2
Fc1ccc(CN2CCSCC2)cc1Br,2,2,-1%,1%,-7,8%,-4%,0%,13%,0
COc1ccc(OCc2cc(C(=O)NCC3CCCCO3)no2)c(Cl)c1 (centres undefined),0,15,0%,-2%,10,?,10%,3%,-6%,-1
CS(=O)(=O)Nc1ccc(-c2cc(/C=C3\SC(N)=NC3=O)c[nH]c2=O)cc1,24,24,1%,-1%,5,12%,-4%,1%,-3%,-2
CN(C)C(=O)c1ccc(NC(=O)c2sccc2-c2ccccc2)cc1,12,-1,0%,-11%,-9,14%,0%,-12%,-16%,-4
NNC(=O)CSc1ncc(-c2ccccc2)[nH]1,12,4,0%,10%,-31,26%,-3%,3%,0%,8
CCOc1cc(-c2nc(C)c(C(C)=O)n2O)ccc1OCC(=O)Nc1ccccc1,-10,5,3%,-2%,0,-27%,-1%,0%,-5%,-1
Cc1ccc(S(=O)(=O)N2C(=O)C(C)SC2=Nc2ccccc2)cc1 (centres undefined),-19,-1,-1%,2%[46.1 µM],-16,4%,0%,1%,-1%,0
C/C=C/c1ccc(OCCNCc2ccccc2)c(OC)c1,2,-36,-1%,2%,-2,0%,-1%,-6%,15%,-2
CNS(=O)(=O)c1cccc(C(=O)OCC(=O)c2cc3ccccc3o2)c1,-7,0,-5%,/,-12,3%,1%,-2%,-3%,5
CCOC(=O)C1(Cc2cccc(OC)c2)CCN(C/C=C/c2ccccc2)CC1,-3,-47,1%,-2%,11,?,-2%[11.5 µM],-7%,-7%,25
NC1=NN=C(N2N=C(c3ccc(Br)cc3)CC2(O)C(F)(F)F)n2ncnc2C1 (centres undefined),7,2,-3%,0%,-2,-8%,-1%,-14%,-24%,5
CN(CCC#N)C(=O)COc1ccc(Br)cc1Cl,3,13,-1%,2%,-3,-7%,-3%,4%,-9%,1
C/C(=N\O)C(=O)NCc1ccccn1,8,-2,-1%,2%,-6,11%,0%,-1%,9%,-1
